Assay outcomes from PubChem BioAssay.
INS-1E rescue: protection of INS-1E cells from cytokine death, primary screen, ATP luminescence, single point. INS-1E cytokine-induced death, 48 h; normalised: neutral wells 0, positive control 100. protection from cytokine-induced ATP loss, % at 10 µM. 20,000 compounds, 0.1% hits. AID 488910, 2010;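 active means mean replicate protection from cytokine-induced ATP loss at least 50% and at least 75% of replicates each reaching 50%; inconclusive means meets only one of the two criteria, mean or replicate share; inactive means fails both the mean and replicate share criteria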
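Assay system: INS-1E rat cells / Quantity: 8000 cells per well / Medium: RPMI without phenol red, 5% FBS / Probe or stimulus: three-cytokine cocktail (IFN-γ, TNF-α, IL-1β) / Dosing: one compound concentration, pin transfer / Timing: 48 h co-treatment, 10 min post-lysis read / Technique: CellTiter-Glo luminescence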
T cruzi HTS: inhibitors of intracellular Trypanosoma cruzi, primary screen, cell-based, plate reader, single point, set 2; intracellular Trypanosoma cruzi in host cells; activity score (inhibition), % at 5.01 µM; 22,000 compounds, 4.9% hits; AID 651903, 2012; in the data active means activity score above about 55%; inconclusive means no clear call, values can overlap the other calls;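 further: parasites and compound incubated about four days before reading; 0% = median of neutral control wells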
Numbers without * were called inactive; ? = inconclusive; . = not tested or not shown. Rows are unselected; 4.8% or so of the library scored in one or more.

SMILES	INS-1E rescue	T cruzi HTS
C[C@H](CO)N1C[C@H](C)[C@H](CN(C)S(=O)(=O)c2cccc(C#N)c2)OCc2cnnn2CCCC1=O	.	-6.3
COc1ccc(S(=O)(=O)Nc2cccc3c2O[C@H](CN(C)Cc2ccc(C(=O)Nc4ccccc4N)cc2)[C@@H](C)CN([C@@H](C)CO)C3=O)cc1	21.3	44.3
C[C@H]1CN([C@@H](C)CO)C(=O)c2cccc(NC(=O)Nc3cccc4ccccc34)c2O[C@H]1CN(C)C	-17.5	6.1
C[C@H]1CN([C@@H](C)CO)C(=O)c2cccc(NS(=O)(=O)c3cn(C)cn3)c2O[C@H]1CN(C)Cc1ccc(C(F)(F)F)cc1	0.8	-6.6
Cc1noc(C)c1S(=O)(=O)Nc1ccc2c(c1)C(=O)N([C@H](C)CO)C[C@H](C)[C@@H](CN(C)S(=O)(=O)c1ccc(Cl)cc1)OCCCC[C@@H](C)O2	1.1	22.8
C[C@@H]1CN([C@@H](C)CO)C(=O)c2cccc(NC(=O)c3nc4ccccc4s3)c2O[C@H]1CN(C)Cc1ccncc1	-0.4	20.5
C[C@@H]1CN([C@H](C)CO)C(=O)CCCn2cc(nn2)CO[C@H]1CN(C)C(=O)c1cc(-c2ccccc2)on1	.	-20.7
C[C@@H]1CN([C@H](C)CO)C(=O)Cc2cc(NS(=O)(=O)c3ccc(Cl)cc3)ccc2O[C@H]1CN(C)C	6.3	-26.1
Cc1noc(C)c1NC(=O)Nc1ccc2c(c1)C(=O)N([C@@H](C)CO)C[C@@H](C)[C@@H](CN(C)Cc1ccc(C(=O)O)cc1)O2	4.4	-1.2
COc1ccc(CN(C)C[C@H]2Oc3c(NS(=O)(=O)c4ccc(C)cc4)cccc3C(=O)N([C@H](C)CO)C[C@@H]2C)cc1	9.6	8.8
Cc1ccc(S(=O)(=O)N(C)C[C@@H]2Oc3c(NS(=O)(=O)c4ccccc4)cccc3C(=O)N([C@H](C)CO)C[C@H]2C)cc1	3.8	-6.9
C[C@H]1CN([C@@H](C)CO)C(=O)Cc2cc(NS(=O)(=O)c3ccc(Cl)cc3)ccc2O[C@H]1CN(C)S(C)(=O)=O	10.3	-19.4
CC(C)NC(=O)Nc1ccc2c(c1)CC(=O)N([C@@H](C)CO)C[C@H](C)[C@@H](CN(C)Cc1ccc(-c3ccccc3)cc1)O2	4.5	23.1
C[C@@H]1CN([C@H](C)CO)C(=O)c2cc(NC(=O)CCC(F)(F)F)ccc2O[C@H]1CN(C)S(C)(=O)=O	-3.6	-35.9
C[C@H]1CN([C@@H](C)CO)C(=O)CCCn2cc(nn2)CO[C@@H]1CN(C)C(=O)CCC(F)(F)F	.	-6.9
C[C@@H]1CN([C@@H](C)CO)C(=O)Cc2cc(NC(=O)c3ccncc3)ccc2O[C@@H]1CN(C)Cc1ccc2c(c1)OCO2	-11.8	-5.9
C[C@H](CO)N1C[C@H](C)[C@@H](CN(C)Cc2ccc(Cl)c(Cl)c2)Oc2ccc(NC(=O)C3CCCCC3)cc2C1=O	-5.6	27.2
C[C@@H]1CN([C@@H](C)CO)C(=O)c2cccc(NC(=O)c3nc4ccccc4s3)c2O[C@@H]1CN(C)Cc1ccc(C(=O)Nc2ccccc2N)cc1	29.7	?
CC(C)NC(=O)Nc1ccc2c(c1)C(=O)N([C@@H](C)CO)C[C@H](C)[C@H](CN(C)C(=O)Nc1ccc3c(c1)OCO3)O2	-7.8	-0.3
O=C(CCCCCCC(=O)Nc1ccccc1O)N/N=C/c1c(O)ccc2ccccc12	6.7	37.6
C[C@H]1CN([C@@H](C)CO)C(=O)c2cccc(NC(=O)C3CCCCC3)c2O[C@@H]1CN(C)C(=O)Nc1ccc2c(c1)OCO2	6.3	-42.5
C[C@@H]1CN([C@H](C)CO)C(=O)Cc2cc(NC(=O)Nc3ccc(C(F)(F)F)cc3)ccc2O[C@@H]1CN(C)S(=O)(=O)c1cn(C)cn1	16.4	-24.9
Cc1noc(C)c1NC(=O)Nc1cccc2c1O[C@@H](CN(C)CC1CCCCC1)[C@@H](C)CN([C@@H](C)CO)C2=O	-0.9	-17.5
Cc1ccsc1/C=N/NC(=O)CCCCCC(=O)O	6.2	-34.5
C[C@@H]1CN([C@@H](C)CO)C(=O)c2cccc(NC(=O)c3cnccn3)c2O[C@@H]1CN(C)Cc1ccccc1	-13.6	-17.3
Cc1ccc(S(=O)(=O)Nc2ccc3c(c2)C(=O)N([C@@H](C)CO)C[C@@H](C)[C@H](CN(C)Cc2ccc(Cl)c(Cl)c2)O3)cc1	-14.1	0.2
C[C@H](CO)N1C[C@H](C)[C@H](CN(C)C(=O)Nc2ccc(F)cc2)Oc2c(NC(=O)c3ccc(-c4nccs4)cc3)cccc2C1=O	14.3	-12.0
C[C@H](CO)N1C[C@H](C)[C@@H](CN(C)S(=O)(=O)c2cn(C)cn2)Oc2ccc(NS(=O)(=O)c3ccccc3)cc2C1=O	4.3	-10.8
C[C@H](CO)N1C[C@H](C)[C@@H](CN(C)Cc2ccc(C(F)(F)F)cc2)Oc2c(NC(=O)c3ccc(-c4nccs4)cc3)cccc2C1=O	-17.4	53.6
Cc1ccc(S(=O)(=O)N(C)C[C@@H]2Oc3ccc(NS(=O)(=O)c4cccs4)cc3C(=O)N([C@H](C)CO)C[C@H]2C)cc1	1.2	-7.7

Shown comma-delimited: part of the list above
compound,INS-1E rescue,T cruzi HTS
C[C@H](CO)N1C[C@H](C)[C@@H](CN(C)S(=O)(=O)c2cn(C)cn2)Oc2ccc(NS(=O)(=O)c3ccccc3)cc2C1=O,4.3,-10.8
C[C@H](CO)N1C[C@H](C)[C@@H](CN(C)Cc2ccc(C(F)(F)F)cc2)Oc2c(NC(=O)c3ccc(-c4nccs4)cc3)cccc2C1=O,-17.4,53.6

Additional results follow:
SMILES	INS-1E rescue	T cruzi HTS
C[C@@H]1CN([C@H](C)CO)C(=O)c2cccc(NC(=O)Nc3ccc(C(F)(F)F)cc3)c2O[C@H]1CN(C)S(=O)(=O)c1ccc(F)cc1	-23.6	22.1
Cc1ccc(S(=O)(=O)N(C)C[C@@H]2Oc3c(NS(C)(=O)=O)cccc3C(=O)N([C@H](C)CO)C[C@@H]2C)cc1	2.4	12.1
C[C@H](CO)N1C[C@H](C)[C@H](CN(C)S(=O)(=O)c2ccc(F)cc2)Oc2ccc(NS(=O)(=O)c3ccc(Cl)cc3)cc2C1=O	-2.4	1.3
Cc1noc(C)c1NC(=O)Nc1ccc2c(c1)CC(=O)N([C@H](C)CO)C[C@@H](C)[C@@H](CN(C)C(=O)Nc1ccc(F)cc1)O2	11.4	2.5
C[C@@H]1CN([C@@H](C)CO)C(=O)c2cc(NS(=O)(=O)c3ccccc3)ccc2O[C@@H]1CN(C)C(=O)Nc1ccccc1	2.6	-0.9
C[C@H]1CN([C@@H](C)CO)C(=O)c2cccc(NC(=O)C3CCCCC3)c2O[C@H]1CN(C)C(=O)Nc1ccccc1	2.7	-3.7
C[C@H](CO)N1C[C@H](C)[C@@H](CN(C)Cc2ccc(-c3ccccc3)cc2)Oc2ccc(NS(=O)(=O)c3ccc(F)cc3)cc2C1=O	-18.1	33.3
C[C@H](CO)N1C[C@H](C)[C@@H](CN(C)S(=O)(=O)c2ccc(F)cc2)Oc2c(cccc2N(C)C)C1=O	13.8	2.0
C[C@H]1CN([C@@H](C)CO)C(=O)Cc2cc(NS(=O)(=O)c3ccc(Cl)cc3)ccc2O[C@@H]1CN(C)Cc1ccncc1	13.7	-26.7
Cc1cc(C(=O)Nc2cccc3c2O[C@@H](CN(C)Cc2ccc(Oc4ccccc4)cc2)[C@@H](C)CN([C@H](C)CO)C3=O)n(C)n1	-18.8	-7.3
C[C@@H]1CN([C@H](C)CO)C(=O)c2cc(NC(=O)Cn3cnnn3)ccc2O[C@@H]1CN(C)S(=O)(=O)c1ccccc1	-2.2	6.1
CNC[C@@H]1Oc2c(cccc2N(C)C)C(=O)N([C@H](C)CO)C[C@H]1C	9.9	-8.4
C[C@H](CO)N1C[C@H](C)[C@@H](CN(C)CC2CC2)Oc2c(NC(=O)C3CCOCC3)cccc2C1=O	6.6	3.0
C[C@H](CO)N1C[C@H](C)[C@H](CN(C)S(C)(=O)=O)Oc2ncc(-c3cccc(C(F)(F)F)c3)cc2C1=O	.	31.0
C[C@H](CO)N1C[C@H](C)[C@H](CN(C)S(=O)(=O)c2ccc(Cl)cc2)Oc2ccc(NS(=O)(=O)c3ccccc3)cc2CC1=O	-6.0	28.9
Cc1noc(C)c1NC(=O)Nc1ccc2c(c1)CC(=O)N([C@@H](C)CO)C[C@H](C)[C@@H](CN(C)C(=O)NC(C)C)O2	0.3	-30.1
C[C@H]1CN([C@@H](C)CO)C(=O)c2cc(NC(=O)C3CC3)ccc2O[C@@H]1CN(C)Cc1ccc(Cl)c(Cl)c1	0.8	-9.1
CC(C)NC(=O)Nc1ccc2c(c1)C(=O)N([C@H](C)CO)C[C@H](C)[C@@H](CN(C)C(=O)NC(C)C)O2	.	-9.3
Cc1noc(C)c1S(=O)(=O)Nc1ccc2c(c1)C(=O)N([C@H](C)CO)C[C@H](C)[C@H](CN(C)C(=O)Nc1ccc(F)cc1)O2	2.1	6.1
C[C@@H]1CN([C@@H](C)CO)C(=O)Cc2cc(NS(=O)(=O)c3cn(C)cn3)ccc2O[C@@H]1CN(C)S(=O)(=O)c1ccc(Cl)cc1	8.0	6.3
Cc1noc(C)c1NC(=O)Nc1ccc2c(c1)C(=O)N([C@H](C)CO)C[C@H](C)[C@@H](CN(C)S(=O)(=O)c1ccc(F)cc1)O2	-0.3	-9.3
C[C@H](CO)N1C[C@H](C)[C@@H](CN(C)Cc2ccc(-c3ccccc3)cc2)Oc2c(cccc2N(C)C)C1=O	-40.1	22.4
C[C@@H]1CN([C@@H](C)CO)C(=O)Cc2cc(NS(=O)(=O)c3ccc(Cl)cc3)ccc2O[C@@H]1CN(C)C(=O)NC1CCCCC1	2.6	-12.0
C[C@H](CO)N1C[C@H](C)[C@H](CN(C)S(=O)(=O)c2ccccc2)OCc2cnnn2CCCC1=O	.	-10.6
C[C@H](CO)N1C[C@H](C)[C@H](CN(C)Cc2ccc(C(=O)Nc3ccccc3N)cc2)Oc2ccc(NC(=O)Nc3cccc4ccccc34)cc2C1=O	-11.9	29.7
Cc1noc(C)c1S(=O)(=O)Nc1ccc2c(c1)C(=O)N([C@H](C)CO)C[C@H](C)[C@H](CN(C)Cc1ccc3c(c1)OCO3)OCCCC[C@@H](C)O2	-0.5	1.5
COc1ccc(CN(C)C[C@H]2Oc3ccc(NC(=O)C4CC4)cc3C(=O)N([C@H](C)CO)C[C@@H]2C)cc1	0.7	2.9
COc1ccc(NC(=O)N(C)C[C@@H]2Oc3ncc(C#CC(C)(C)O)cc3C(=O)N([C@H](C)CO)C[C@@H]2C)cc1	.	-5.5
Cc1noc(C)c1NC(=O)N(C)C[C@@H]1Oc2ccc(NS(=O)(=O)c3cn(C)cn3)cc2CC(=O)N([C@H](C)CO)C[C@@H]1C	-1.8	-28.8
Cc1ccc(S(=O)(=O)Nc2ccc3c(c2)CC(=O)N([C@@H](C)CO)C[C@@H](C)[C@@H](CN(C)C(=O)Nc2ccc(C(F)(F)F)cc2)O3)cc1	2.7	-10.0

Another view of 2 compounds above.
compound,INS-1E rescue,T cruzi HTS
C[C@H]1CN([C@@H](C)CO)C(=O)c2cccc(NC(=O)C3CCCCC3)c2O[C@@H]1CN(C)C(=O)Nc1ccc2c(c1)OCO2,6.3,-42.5
COc1ccc(CN(C)C[C@H]2Oc3c(NS(=O)(=O)c4ccc(C)cc4)cccc3C(=O)N([C@H](C)CO)C[C@@H]2C)cc1,9.6,8.8

2 neighbouring entries already listed, quoted:
SMILES	INS-1E rescue	T cruzi HTS
Cc1noc(C)c1NC(=O)Nc1ccc2c(c1)C(=O)N([C@H](C)CO)C[C@H](C)[C@@H](CN(C)S(=O)(=O)c1ccc(F)cc1)O2	-0.3	-9.3
C[C@H](CO)N1C[C@H](C)[C@@H](CN(C)Cc2ccc(-c3ccccc3)cc2)Oc2c(cccc2N(C)C)C1=O	-40.1	22.4

(cont.)
SMILES	INS-1E rescue	T cruzi HTS
C[C@H](CO)N1C[C@H](C)[C@H](CN(C)Cc2ccc(Oc3ccccc3)cc2)Oc2ccc(NC(=O)C3CC3)cc2C1=O	-21.3	12.3
C[C@@H]1CN([C@H](C)CO)C(=O)c2cccc(NC(=O)c3ccncc3)c2O[C@H]1CN(C)C	7.6	-11.1
C[C@@H]1CN([C@@H](C)CO)C(=O)Cc2cc(NC(=O)c3ccncc3)ccc2O[C@@H]1CN(C)C(=O)Nc1ccccc1	4.8	-4.6
C[C@H]1CN([C@@H](C)CO)C(=O)c2cc(NC(=O)CCN3CCOCC3)ccc2O[C@H]1CN(C)C(=O)Nc1ccc2c(c1)OCO2	.	-24.7
COc1ccc(Br)cc1/C=N/NC(=O)c1cccc(C(=O)NO)c1	-6.0	-23.5
COc1ccc(NC(=O)N(C)C[C@H]2Oc3ccc(NC(=O)Nc4ccc5c(c4)OCO5)cc3C(=O)N([C@H](C)CO)C[C@@H]2C)cc1	7.4	-3.3
C[C@H](CO)N1C[C@H](C)[C@@H](CN(C)C(=O)Nc2ccc3c(c2)OCO3)Oc2ccc(NC(=O)Cc3cn(C)c4ccccc34)cc2C1=O	9.8	-23.8
Cc1noc(C)c1S(=O)(=O)Nc1ccc2c(c1)C(=O)N([C@@H](C)CO)C[C@@H](C)[C@@H](CN(C)Cc1ccccc1)O2	-2.0	-0.5
